Screens as filed in PubChem BioAssay.
Nrf2 activator – qHTS of Nrf2 Activators; Potency, µM (top dose mostly 46.1 µM), for inactives: at the highest dose activation, usual class: activators; 410,000 tested, 0.31% active; AREc32 ARE-luciferase reporter (MCF7-derived line), luminescence, 24 h; note: potency is the fitted concentration of half-maximal effect; % of control where 0% means no effect; nearly all actives have a fitted effect of over 65% in size
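Each well held 1000 AREc32 cells, which were incubated with compound for 24 hr at 37 deg C after overnight attachment, and ARE reporter activity was quantified by firefly luciferase luminescence.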
A549 tox – Nrf2 qHTS screen for inhibitors: counterscreen for cytotoxicity | A549 ARE-Fluc cells, CellTiter-Fluor viability, 18-24 h | Potency, µM (titrated, usually from 46 µM), inactives show at the highest dose activity change, negative = cytotoxicity, most hits filed as inhibitors | 390,000 tested, 0.16% active | AID 504648, 2011; note: potency is the fitted concentration of half-maximal effect; % is set by controls: 0 for no effect and ±100 for the full control effect
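Cytotoxicity counterscreen: CellTiter-Fluor fluorescence was measured in A549 ARE_Fluc cells after 18-24 h of compound exposure in a concentration series. The subsequent BugLite luminescent read reports ARE-luciferase activity.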
ATXN2 expr inh – Primary qHTS for Inhibitors of ATXN expression; AID 1745845, 2022; Potency, µM (series often up to 57 µM), for inactives: at the top dose activity change, negative = inhibition, usual class: inhibitors; HEK-293 ATXN2-luciferase reporter, luminescence, 24 h; 360,000 tested, 0.72% active; note: potency is the fitted concentration of half-maximal effect; % is set by controls: 0 for no effect and ±100 for the full control effect; nearly all actives have a fitted effect of over 55% in size
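qHTS (up to 57 uM final) was run with 24 h compound exposure of reporter cells at 37 °C. Each well was multiplexed: SteadyGlo luminescence measured ATXN2-luciferase expression after a fluorogenic Gly-Phe-AFC viability readout (25 uM final).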
HepG2 viability – qHTS for Inhibitors of TGF-b: Cytotox Counterscreen; HepG2 CAGA-GFP viability, ATP luminescence, 18 h; Potency, µM (highest dose often 46.1 µM), for inactives: top-dose activity change, negative = cytotoxicity, most hits filed as cytotoxic; 410,000 tested, 0.76% active; note: potency is the fitted concentration of half-maximal effect; some results filed as inactive show a strong effect at the top dose
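CellTiter-Glo luminescence gave cytotoxicity after 18 hours at 37 degrees C. The cells were HepG2 CAGA-GFP in 1% FBS DMEM, stimulated with 500 pg/mL TGF-beta after compound addition. %Activity was normalised to no-cell wells (complete cell-killing) and DMSO (no toxicity), and curves were fitted and classified.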
TGFb inhibitor – qHTS for Inhibitors of TGF-b. AID 588855, 2011. HepG2 CAGA-GFP TGF-b/SMAD3 reporter, GFP fluorescence, 18 h; TGF-beta stimulated, 500 pg/mL final. 410,000 tested, 1.2% active. Potency, µM (top dose mostly 46.1 µM), for the others: at the top dose activity, negative = inhibition, usual class: inhibitors; note: potency is the fitted concentration of half-maximal effect; % is set by controls: 0 for no effect and ±100 for the full control effect; nearly all actives have a fitted effect of over 65% in size
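Inhibition was scored as loss of TGF-beta-induced (500 pg/mL final, 18 hours, 37 degrees C) GFP in HEPG2 cells carrying a CAGA-GFP reporter, in DMEM with 1% FBS. Well GFP was summed per cell; Activity was normalised to unstimulated and stimulated DMSO wells, then concentration-response fitting.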
Nrf2 inh – Nrf2 qHTS screen for inhibitors; AID 504444, 2011; A549 ARE-Fluc reporter, luciferase luminescence, 18-24 h; Potency, µM (top dose mostly 46 µM), for the others: at the highest dose activity change, negative = inhibition, hits mostly inhibitors; 360,000 tested, 2.1% active; note: potency is the fitted concentration of half-maximal effect; % is set by controls: 0 for no effect and ±100 for the full control effect; nearly all actives have a fitted effect of over 60% in size
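Cells were seeded and rested 2 h, then exposed to compounds for 18-24 h. CellTiter-Fluor was read first as a viability measure. BugLite was added 15 min before the final luminescent read of ARE-luciferase activity in A549 cells.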
S2 tox – Viability Counterscreen for Primary qHTS for Inhibitors of ATXN expression; Potency, µM (doses to about 56.7 µM), most hits filed as cytotoxic; S2 cells (HEK-293 line with an ATXN2-luciferase reporter) viability, CellTiter-Fluor protease fluorescence, 24 h; 400,000 tested, 0.49% active; note: potency is the fitted concentration of half-maximal effect; nearly all actives have a fitted effect of over 40% in size
IL-1B inflam inh – qHTS for Inhibitors of Inflammasome Signaling: IL-1-beta AlphaLISA Primary Screen; THP-1 LPS/ATP IL-1B secretion, AlphaLISA, 16 h; hits give low values; 360,000 tested, 4.7% active; activity change, % at 57.5 µM; in the data active = activity change below about -50%; inconclusive = mostly about -30% to -49%; note: % is set by controls: 0 for no effect and ±100 for the full control effect
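THP-1 cells pretreated 1 hr with compounds (up to 57.5 uM final), then stimulated with LPS (250 ng/mL final) plus ATP (1.25 mM final); secreted IL-1B measured by AlphaLISA after 16 hr, decreased signal indicating inhibition.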
MCF10A rereplic – A quantitative high throughput screen for small molecules that induce DNA re-replication in MCF 10a normal breast cells. MCF 10A DNA re-replication, Hoechst nuclear intensity, 48 h. Potency, µM (highest dose often 46.1 µM), without a hit: at the highest dose activity, positive = re-replication, usual class: activators. 350,000 tested, 2.9% active; note: potency is the fitted concentration of half-maximal effect; % of control where 0% means no effect; nearly all actives have a fitted effect of over 50% in size
Numbers without * were called inactive; i = inactive; u = inconclusive; x = no result given; [ ] = dose if it differs, or a comment. Unless noted, calls come from the whole dose curve; as a rule, active = well fitted curve in the direction sought with a large enough effect; inconclusive = small, poorly fitted or top-dose-only effect, or another doubt; inactive = no such curve, though single readings can be large; an effect the other way counts as inactive or inconclusive.

No.	Compound	A549 tox	ATXN2 expr inh	HepG2 viability	S2 tox	Nrf2 inh
1	CCCc1nnc(NC(=O)C(=O)NCCN(C)C)s1	-11%	-8%	2%	i	-10%
2	COc1ccc(CCNC(=O)c2nnn(CC(=O)Nc3ccc(C)cc3C)c2N)cc1OC	-9%	-3%	-19%	i	u
3	CC(C)(C)Cc1c(-c2ccc(C#N)cc2)nc2c(Cl)cc(C(F)(F)F)cn12	x	u	-30%	u	x
4	C/C(=N\OC(=O)c1ccc(Br)cc1)c1ccccn1	0%	7%	-9%	i	-2%
5	CCCCCCCCC(=O)c1c(OC)oc(C=O)cc1=O	x	x	-25%	u	x
6	COCc1nnc(NS(=O)(=O)c2ccc(OC)cc2)s1	4%	x	7%	x	-1%
7	COC(=O)c1ccc2c(c1O)C(=O)c1ccccc1C2=O	u	-9%	-35%	u	3.3µM*
8	CCN(C[C@H]1N[C@@](C)(C(=O)OC)[C@H]2C(=O)N(Cc3ccccc3)C(=O)[C@@H]12)C(=O)Nc1ccc(C)cc1	5%	10%	-4%	i	7%
9	COC(=O)CSc1nc(C)c(Oc2ccccc2)c(=O)[nH]1	2%	-3%	7%	u	x
10	COCCNC(=S)N1CCC(NC(=O)c2ccco2)CC1	-1%	-13%	2%	i	30%
11	O=C(Cc1csc(-c2ccccc2)n1)NCC(=O)Nc1ccc(F)c(F)c1F	0%	-26%	-11%	i	6%
12	COc1cc(S(=O)(=O)Nc2ccccc2C)ccc1NC(=O)c1ccncc1	-7%	6%	2%	i	-2%

No.	TGFb inhibitor	MCF10A rereplic	IL-1B inflam inh	Nrf2 activator
1	-1%	u	5	-0.4%
2	-1%	4%	17	-1.0%
3	u	x	31	0.8%
4	-20%	0%	10	0.0%
5	3%	x	u	3.2%
6	4%	-4%	2	0.3%
7	-13%	u	u	2.5%
8	-1%	19%	6	0.0%
9	-6%	1%	16	-0.1%
10	15%	-1%	-19	-0.1%
11	1%	-8%	1	11%
12	-22%	15%	34	0.2%

No.	Compound	A549 tox	ATXN2 expr inh	HepG2 viability	S2 tox	Nrf2 inh
13	CN(c1ccccc1)S(=O)(=O)c1cccc(C(=O)Nc2cccc(C(=O)NC3CC3)c2)c1	2%	-10%	3%	u	-27%
14	CS(=O)(=O)Nc1nnc(C2CCCC2)s1	-1%	31%	46%	i	0%
15	O=C(CSc1nc2ccccc2c(=O)[nH]1)N1CCN(c2ccccc2F)CC1	1%	-13%	-77%	i	u
16	CC1(C(=O)Nc2cccc(NS(C)(=O)=O)c2)Cc2c(-c3cccc(C(N)=O)c3)ccnc2O1 (stereo unspecified)	x	4%	-15%	i	x
17	COCCN(C(=O)COC(=O)c1c(C)nn(-c2ccccc2)c1C)c1c(N)n(Cc2ccccc2)c(=O)[nH]c1=O	x	x	-32%	u	x
18	O=C(Nc1ccc2c(c1)CCCN2C(=O)c1cccs1)c1ccccc1C(F)(F)F	-6%	13%	-24%	u	x
19	CC(=O)c1ccc(NC(=O)Cn2c(=O)cc(C)c3c(C)nn(-c4cccc(F)c4)c32)cc1	0%	10%	-18%	i	u
20	O=C(CSc1ccc2c(c1)OCCO2)Nc1ccc(Cl)cn1	-22%	u	-32%	i	u
21	O=C(CN1CCN(Cc2cccc(C(F)(F)F)c2)CC1)NCC(=O)Nc1ccc(F)c(F)c1F	-12%	-9%	-13%	i	-26%
22	Cc1ccc(SCCNS(=O)(=O)c2ccc3c(c2)OCCO3)cc1	-14%	-17%	-15%	i	u
23	COc1cc2c(cc1NC(=O)COC(=O)/C=C/c1ccc([N+](=O)[O-])cc1)oc1ccccc12	2%	5%	-5%	i	-2%
24	CCOc1cccc(-c2nnc(SCC(=O)NC3CC3)n2C)c1	-2%	-17%	5%	i	6%

No.	TGFb inhibitor	MCF10A rereplic	IL-1B inflam inh	Nrf2 activator
13	4%	7%	9	2.9%
14	22%	-3%	9	-0.5%
15	17%	9%	26	-0.8%
16	-13%	x	-8	0.5%[9.22 µM]
17	-2%	x	-22	4.0%
18	0%	x	x	3.9%
19	-6%	x	x	-1.3%
20	0%	u	2	-0.5%
21	4%	6%	-14	0.1%
22	1%	u	-11	0.2%
23	10%	-14%	24	0.6%
24	2%	1%	12	0.0%

No.	Compound	A549 tox	ATXN2 expr inh	HepG2 viability	S2 tox	Nrf2 inh
25	CC(C)Cn1c(N)c(C(=O)COC(=O)c2cc(C3CC3)nc3ccccc23)c(=O)n(C)c1=O	-29%	u	-17%	u	u
26	CSc1nsc(/C=C/Nc2ccc(C)cc2)c1C#N	-1%	38%[activator]	18%	i	-5%
27	O=c1ccc2cc(O)c(O)cc2o1	6%	-15%	-15%	x	4%
28	Cc1ccc(NC(=O)CN(C)C(=O)c2ccc(Cl)nc2)cc1	2%	1%	-6%	i	0%
29	CCc1ccc(NC(=O)C(=O)NCC(c2ccc3c(c2)OCO3)N2CCOCC2)cc1 (stereo unspecified)	1%	0%	0%	i	x
30	CNC(=S)N/N=C/c1c(C)c(C(=O)c2ccc(F)cc2)n2ccccc12	-3%	-15%	-15%	u	-5%
31	CC1=C(C(=O)OC(C)C)C(c2cccs2)NC(=S)N1 (stereo unspecified)	3%	-7%	0%	i	-9%
32	O=C(O)c1cc(Nc2nc(N3CCOCC3)nc(N3CCOCC3)n2)ccc1Cl	-6%	-7%	11%	i	4%
33	CCOC(=O)C1=C(c2ccccc2)OC(N)=C(C#N)C1c1cccs1 (stereo unspecified)	11%	-6%	-15%	i	x
34	CN(C)c1cccc(NC(=O)NC2(C)CCS(=O)(=O)C2)c1 (stereo unspecified)	-2%	-1%	-36%	i	-21%
35	O=C(CCn1nc(-c2ccc(Cl)cc2)c2ccccc2c1=O)Nc1ccc(OC(F)(F)F)cc1	23%	-1%	-1%	i	-28%
36	COc1ccc2nc(NC(=O)CSCc3c(C)noc3C)sc2c1	-6%	41%[activator]	-10%	i	8%

No.	TGFb inhibitor	MCF10A rereplic	IL-1B inflam inh	Nrf2 activator
25	u	-8%	-4	-3.2%
26	46%[activator]	u	29	15%
27	3%	u	19	0.7%
28	-11%	0%	-3	0.4%
29	-2%	x	x	-0.3%
30	2%	16%	59	3.7%
31	-19%	-2%	3	-0.4%
32	0%	-183%[0.0737 µM]	33	0.4%
33	2%	-3%	-9	9.7%
34	4%	-3%	-10	-0.1%
35	0%	x	x	-0.4%
36	-3%	-2%	-3	3.2%

Arranged by SMILES length (rising): some entries from above.
No.	Compound	A549 tox	ATXN2 expr inh	HepG2 viability	S2 tox	Nrf2 inh
31	CC1=C(C(=O)OC(C)C)C(c2cccs2)NC(=S)N1 (stereo unspecified)	3%	-7%	0%	i	-9%
28	Cc1ccc(NC(=O)CN(C)C(=O)c2ccc(Cl)nc2)cc1	2%	1%	-6%	i	0%
35	O=C(CCn1nc(-c2ccc(Cl)cc2)c2ccccc2c1=O)Nc1ccc(OC(F)(F)F)cc1	23%	-1%	-1%	i	-28%

No.	TGFb inhibitor	MCF10A rereplic	IL-1B inflam inh	Nrf2 activator
31	-19%	-2%	3	-0.4%
28	-11%	0%	-3	0.4%
35	0%	x	x	-0.4%

The results go on.
No.	Compound	A549 tox	ATXN2 expr inh	HepG2 viability	S2 tox	Nrf2 inh
37	COc1ccc(Cn2c(=S)[nH]c3cc(C(=O)NCc4cccnc4)ccc3c2=O)cc1	-17%	-16%	12%	u	1%
38	COCCCNc1nc2c(-c3ccc(C)cc3)nnn2c2ccccc12	4%	x	-33%	i	u
39	O=S1(=O)CC(N2CCSCC2)CN1Cc1cn(Cc2ccc(C(F)(F)F)cc2)nn1 (stereo unspecified)	x	1%	x	i	x
40	O=C(O)c1ccccc1/C=N/NC(=O)C1CCCC1	4%	-3%	-2%	i	-7%
41	Cc1cccc(NC(=O)Cc2ccc(-n3c(C)nc4cccnc43)cc2)c1C	4%	x	-8%	x	x
42	Cc1c(C(=O)NCc2cccc([N+](=O)[O-])c2)sc(=O)n1Cc1ccc(F)cc1	x	-19%	6%	i	x
43	CCCCC(=O)N(Cc1ccc2c(c1)OCO2)Cc1nc2ccccc2c(=O)[nH]1	1%	-30%	-7%	u	7%
44	Cc1ccc(S(=O)(=O)N2CCCC2C(=O)OCc2ccco2)cc1 (stereo unspecified)	0%[1.84 µM]	2%	0%	i	3%

No.	TGFb inhibitor	MCF10A rereplic	IL-1B inflam inh	Nrf2 activator
37	19%	18%	61	-0.3%
38	-15%	u	29	7.7%
39	x	x	-11	0.1%
40	-2%	0%	12	1.1%
41	-1%	x	x	3.3%
42	-13%	x	u	3.9%
43	-4%	-4%	0	4.9%
44	-9%	u	-20	0.6%

Entries of single compounds, looked up by structure. Order of screens: A549 tox | ATXN2 expr inh | HepG2 viability | S2 tox | Nrf2 inh | TGFb inhibitor | MCF10A rereplic | IL-1B inflam inh | Nrf2 activator
`COc1ccc(Cn2c(=S)[nH]c3cc(C(=O)NCc4cccnc4)ccc3c2=O)cc1` across the screens: -17% | -16% | 12% | u | 1% | 19% | 18% | 61 | -0.3%
`O=S1(=O)CC(N2CCSCC2)CN1Cc1cn(Cc2ccc(C(F)(F)F)cc2)nn1` (stereo unspecified) across the screens: x | 1% | x | i | x | x | x | -11 | 0.1%
`COCCCNc1nc2c(-c3ccc(C)cc3)nnn2c2ccccc12` across the screens: 4% | x | -33% | i | u | -15% | u | 29 | 7.7%
